Screening results deposited in PubChem BioAssay by several laboratories.
Myeloid diff MLP = induction of myeloid progenitor differentiation, primary screen, cell-based, flow cytometry, MLPCN library; ER-HoxA9 myeloid progenitors, lysozyme-GFP differentiation; actives 1% (n = 360,000); calls only at 10 µM;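 active means normalized GFP-positive differentiation at or above the plate's own cutoff, the solvent-only control mean plus 3 SD; inconclusive means no clear call, values can overlap the other calls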;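 further: cells exposed to compound for four days before flow analysis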
LYP inhibition = inhibitors of LYP phosphatase, biochemical, fluorescence intensity, uHTS (AID 1779); recombinant LYP phosphatase, fluorescence intensity; higher % means a stronger effect; actives 0.054% (n = 290,000); Tyrosine-protein phosphatase non-receptor type 22 (Homo sapiens); inhibition, % at 11.5 µM; hits with a dose series show IC50 in µM; in the data active means inhibition above about 50%;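 further: plate controls were vehicle with enzyme for no effect and no enzyme for full effect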
Myeloid diff MLP GFP+ MAC1+ % = also measured in Myeloid diff MLP; calls as there; GFP+ MAC1+ double positive, %; measured here: differentiation confirmed by MAC1 staining
* marks the source's active call; other numbers are inactive results; i = inactive; u = inconclusive; x = no result given. An excerpt, so the mix of outcomes need not match the whole.

SMILES | Myeloid diff MLP | Myeloid diff MLP GFP+ MAC1+ % | LYP inhibition
Cc1nnc2sc(COc3ccccc3)nn2c1=O | i | 1.2 | -7%
Cn1c(COc2ccc(Cl)cc2)nnc1SCC(=O)NC1CCCC1 | i | 2.3 | -7%
Cc1cc(NC(=O)CC(C)C)c(=O)n(Cc2cccc(F)c2)c1 | i | 0.3 | -5%
Cc1cc2c(cc1S(=O)(=O)NCc1ccccc1)n(C)c(=O)c(=O)n2C | i | 1.4 | -1%
CC1CN(C(=O)c2cc3cc(Cl)ccc3[nH]2)CC(C)O1 (configuration not stated) | i | 0.7 | -2%
COc1ccc(C2=NN(C(C)=O)C(c3cccs3)C2)cc1OC (configuration not stated) | i | 1.1 | -8%
COc1ccc(/C=N/N(CCC(=O)NC(C)(C)C)C2=NS(=O)(=O)c3ccccc32)cc1 | i | 0.6 | 5%
CC(C)(C)NC(=O)c1nn2c(C(F)(F)F)cc(-c3ccccc3)nc2c1Br | i | 0.2 | -5%
Cn1cc(Br)c(C(=O)NNC(=O)Cc2ccc(Cl)cc2)n1 | i | 0.6 | -3%
CCOc1ccccc1NS(=O)(=O)c1ccc2oc(=O)ccc2c1 | i | 1.3 | -1%
CC1CN(CCc2ccccc2)c2nc3c(c(=O)n(CC(N)=O)c(=O)n3C)n2C1 (configuration not stated) | u | x | -14%
O=C(N[C@@H]1CCC(=O)N(CC[C@H](Oc2ccccc2)c2ccccc2)CC1)OCc1ccccc1 | i | 0.1 | -3%
C[C@H](NC(=O)c1cc2c([nH]c3ccccc32)c(-c2ccccc2)n1)C(=O)O | i | 1.5 | 2%
Cc1ccccc1N1C(=O)C2C3CCC(O3)C2C1=O (configuration not stated) | i | 0.6 | -11%
O=C(CCN1C(=O)/C(=C/c2ccc(F)cc2)SC1=S)NC1CCS(=O)(=O)C1 (configuration not stated) | i | 0.0 | -12%
CC(=O)C1=C(C)Nc2ncnn2C1c1ccccc1 (configuration not stated) | i | 0.5 | -4%
C/C(=N\NC(=O)Cc1ccc(Cl)cc1)c1cccnc1 | i | 1.3 | -4%
COc1ccc(S(=O)(=O)NCc2ccc(C(=O)N3CCN(Cc4ccccc4)CC3)cc2)cc1 | i | 1.6 | -9%
CC(C)CNC(=O)C(=O)NCC1OCCN1S(=O)(=O)c1cccs1 (configuration not stated) | i | 0.8 | -6%
Cc1c(OCC(=O)NC2CC(C)(C)NC(C)(C)C2)ccc2c3c(c(=O)oc12)CCC3 | i | 0.0 | -7%
Cc1cc(C)nc(SCc2c(F)cccc2Cl)n1 | i | 0.3 | -5%
Cc1nc2sccn2c(=O)c1S(=O)(=O)N1CCN(c2cccc(C(F)(F)F)c2)CC1 | i | 10 | -6%
COc1ccc(OC)c(NC(=O)CCNC(=O)c2ccco2)c1 | i | 0.8 | -5%
O=C(CSc1nc2ccc(Nc3nc(N4CCOCC4)nc(N4CCOCC4)n3)cc2s1)Nc1ccccc1Cl | i | 0.7 | -6%
C=CCc1cccc(CNc2cnc3ccccc3c2)c1O | i | 1.2 | -7%
CCN(CC)CCN(C)Cc1nc(C(c2ccccc2)c2ccccc2)no1 | i | 1.0 | -8%
CC(C)(C)c1ccc(-c2nc(C#N)c(N3CCC(C(N)=O)CC3)o2)cc1 | i | 1.2 | -10%
COc1cc(C)c(CN2CCC(Oc3ccc(C(=O)N4CCCC4)cc3)CC2)cc1C | u | x | -6%
CCOc1ccc(NS(=O)(=O)c2ccc3c(c2)N(C(C)=O)CCS3)cc1 | i | 1.9 | -14%
O=C1CCC([N+](=O)[O-])C(c2ccc(F)c(Br)c2)N1 (configuration not stated) | i | 0.5 | -12%

Another view of part of the listing above:
COc1ccc(OC)c(NC(=O)CCNC(=O)c2ccco2)c1
  Myeloid diff MLP = i
  Myeloid diff MLP GFP+ MAC1+ % = 0.8
  LYP inhibition = -5%

O=C(CSc1nc2ccc(Nc3nc(N4CCOCC4)nc(N4CCOCC4)n3)cc2s1)Nc1ccccc1Cl
  Myeloid diff MLP = i
  Myeloid diff MLP GFP+ MAC1+ % = 0.7
  LYP inhibition = -6%

C=CCc1cccc(CNc2cnc3ccccc3c2)c1O
  Myeloid diff MLP = i
  Myeloid diff MLP GFP+ MAC1+ % = 1.2
  LYP inhibition = -7%

(cont.)
SMILES | Myeloid diff MLP | Myeloid diff MLP GFP+ MAC1+ % | LYP inhibition
Cc1cc(-c2ccc(C)c(S(=O)(=O)NCCCN3CCN(c4ccccc4)CC3)c2)on1 | i | 1.4 | -5%
COc1ccc(NC(=O)c2cccc(S(=O)(=O)N3CCCCCC3)c2)cc1 | i | 0.1 | 2%
CN(c1ccccc1)S(=O)(=O)c1ccc(C(=O)N2CCCC(C(F)(F)F)C2)cc1 (configuration not stated) | i | 0.6 | -7%
COc1ccc(CNS(=O)(=O)c2ccc3c(c2)N(C(C)=O)CC(C)S3)cc1 (configuration not stated) | i | 3.1 | -7%
CCOC(=O)c1c(NC(=O)CSc2nnc(C)c(=O)[nH]2)sc(C)c1-c1ccc(C)cc1 | i | 0.6 | -2%
O=C(CCCn1cncn1)N1CCCC(N2CCN(c3ccc(F)cc3)CC2)C1 (configuration not stated) | i | 1.2 | -10%
CC(C)C[C@H](NC(=O)OC(C)(C)C)C(=O)N[C@@H](CO)[C@H](O)[C@@H]1C[C@@H]1C(=O)N1CCCC1 | i | 2.6 | -15%
Cc1c(Cl)ccc2c(C(=O)NCCCn3nccc3C)cc(-c3ccccn3)nc12 | i | 0.5 | -3%
Cc1ccc(S(=O)(=O)Cc2ccc(C(=O)NCCc3ccccc3)o2)cc1 | i | 0.9 | -11%
O=S(=O)(c1ccc(-n2cnnn2)cc1)N1CCNCC1 | i | 0.0 | -5%
COc1ccc2c(c1)CCc1c-2n[nH]c1C(=O)NCCC(C)C | i | 0.6 | -8%
O=C(Nc1nnc(S(=O)(=O)N2CCCCC2)s1)c1cccc(Br)c1 | i | 1.5 | -2%
Cc1cccc(OCCn2ccnc2)c1C | i | 0.5 | -4%
COc1ccc(C(C(=O)NC2CCCC2)N(C(=O)c2csnn2)C2CC2)cc1 (configuration not stated) | i | 1.9 | -13%
Cc1ccc(C(OCC(O)CN2CCCCC2)c2ccccc2)cc1 (configuration not stated) | i | 1.1 | -7%
Cc1nc2ccc(NS(=O)(=O)c3ccc(F)c(C)c3)cc2[nH]1 | i | 0.6 | -3%
COc1cccc(CN(C)C(=O)C23CC4CC(CC(C4)C2)C3)c1 | i | 0.3 | -5%
COc1ccccc1NC(=O)N1CCOCC1 | i | 0.4 | -4%
O=[N+]([O-])c1ccc(-c2ccc(S(=O)(=O)N3CCOCC3)cc2)cc1 | i | 0.3 | -7%
Cc1ccc(NC(=O)C2CCN(C(=O)NCc3ccccc3)CC2)cc1C | i | 3.1 | -8%
CCn1nc(NS(=O)(=O)c2ccc(NC(C)=O)cc2)c2cc3ccc(C)cc3nc21 | i | 0.0 | -4%
Cc1cc(N/N=C/c2ccc(O)cc2)c2cccc(C)c2n1 | i | 0.2 | 0%
NCCNC(=O)c1c(NC(=O)c2ccccc2)sc2c1CCCC2 | i | 0.8 | -8%
CCC(=O)Nc1ccc(NCc2ccc(-c3ccccc3)cc2)cc1 | i | 0.3 | -9%
NC(=O)C(c1ccccc1)c1ccc(C(=O)c2ccccc2)cc1 (configuration not stated) | i | 0.4 | -10%
O=C(NCCc1ccccc1)c1cc(-c2ccncc2)nc2ccc(S(=O)(=O)N3CCOCC3)cc12 | i | 2.5 | -11%
CN1CCN(C(=O)C2CCN(c3ncnc4c3nc3n4CCCCC3)CC2)CC1 | u | x | -15%
CCOc1ccccc1/C=N/Nc1ccnc(=O)[nH]1 | i | 0.4 | -4%
O=C(CCCOc1cccc(Br)c1)NC1CCC(O)CC1 (configuration not stated) | i | 1.3 | -4%
Cc1csc(NC(=O)c2ccc3ccccc3n2)n1 | i | 0.4 | -6%

Quoted from the listing:
CCC(=O)Nc1ccc(NCc2ccc(-c3ccccc3)cc2)cc1 @ LYP inhibition: -9%
COc1ccc(NC(=O)c2cccc(S(=O)(=O)N3CCCCCC3)c2)cc1 @ LYP inhibition: 2%
O=C(CCCOc1cccc(Br)c1)NC1CCC(O)CC1 (configuration not stated) @ Myeloid diff MLP GFP+ MAC1+ %: 1.3

New compounds follow.
SMILES | Myeloid diff MLP | Myeloid diff MLP GFP+ MAC1+ % | LYP inhibition
Cc1cccc(NC(=O)c2ccc3nc(N4CCOCC4)sc3c2)c1C | i | 2.7 | -7%
Cc1c(O)ccc(C(=O)CN2CCN(Cc3ccccc3)CC2)c1O | i | 0.6 | -9%
Cc1ccc(S(=O)(=O)N(C)c2ccccc2C(=O)Nc2c(F)cccc2F)cc1 | i | 0.6 | -8%
Cc1c(NC(=O)Nc2cc(Cl)ccc2Cl)c(=O)n(-c2ccccc2)n1C | i | 1.1 | -12%
CC(=O)c1ccc(N2CCN(C(=O)CCNC(=O)Cn3ccc4ccccc4c3=O)CC2)cc1 | i | 0.9 | -2%
CCOc1ccc2[nH]c3c(c2c1)CNCC3 | i | 0.4 | -8%
OCC[C@@H]1C[C@@H](O)[C@H](O)[C@]2(Cc3ccccc3CO2)O1 | i | 0.3 | -8%
Cc1ccc(N(CC(=O)NC2CCCCC2)C(=O)CCCC(=O)Nc2ccccn2)cc1 | i | 0.3 | -11%
CC(NS(=O)(=O)c1ccc2c(c1)oc(=O)n2C)c1ccccc1 (configuration not stated) | i | 1.6 | -6%
COC(=O)CC1C(=O)NCCN1C(=O)c1ccc2oc(C(C)C)nc2c1 (configuration not stated) | i | 0.0 | 0%
CCC(C(=O)NC1CCCC1)N(C(=O)Cn1nnc(-c2ccc(C)o2)n1)c1ccccc1OC (configuration not stated) | i | 0.9 | -9%
CCC(Oc1ccc(F)cc1)C(=O)N1CCCCCCC1 (configuration not stated) | i | 0.9 | -4%
O=C(CN(C(=O)c1csnn1)c1ccc(F)cc1)NCCc1ccccc1 | i | 1.5 | -4%
Cc1ccc(S(=O)(=O)c2nc(S(C)(=O)=O)sc2N2CCCCCC2)cc1 | i | 1.4 | -6%
CCOc1ccc(C(=O)Nc2nnc(C3=COCCO3)o2)cc1 | i | 0.9 | -5%
COc1cccc(/C=N\NC(C)=O)c1OC/C=C/c1ccccc1 | i | 0.7 | 2%
Cc1cc(=O)n2nc(N3CCC(C(=O)NCc4ccccc4Cl)CC3)sc2n1 | i | 0.0 | -10%
Cc1cccc(CCNC(=O)Cc2ccc(NC3=NC4CS(=O)(=O)CC4S3)cc2)c1 (configuration not stated) | i | 2.0 | -7%
COc1ccc(C(=O)N(C)CCCC2CCCC2)cc1OC1CCN(C(C)C)CC1 | i | 0.5 | -9%
CCN1C(=O)[C@H]2[C@@H](c3ccc(C)cc3)N3C(=O)N(c4ccc(C(F)(F)F)cc4)C(=O)[C@@]3(Cc3ccccc3)[C@H]2C1=O | i | 0.8 | -12%
CN1CCN(S(=O)(=O)c2cccc(C(=O)Nc3ccccc3N3CCCC3)c2)CC1 | i | 1.6 | -6%
Cc1cc([N+](=O)[O-])nn1CC(=O)N(C)Cc1ccccc1 | i | 0.6 | -10%
CN(C)CCCN(C(=O)C1=COCCO1)c1nc2ccc(Br)cc2s1 | i | 0.6 | -8%
CCCc1nn(C)c2c(=O)[nH]c(-c3cc(S(=O)(=O)N4CCN(C)CC4)ccc3OCC)nc12 | i | 3.5 | -10%
CCOC(=O)COc1coc(CN2CCN(c3ccccc3)CC2)cc1=O | i | 1.3 | -9%
CCCc1ccc2oc(C(=O)N(C)Cc3nccs3)c(C)c2c1 | i | 0.9 | -2%
CC1=C(C(=O)OC2CCCCC2)C(c2ccc(F)cc2)NC(=O)N1 (configuration not stated) | i | 0.9 | -4%
C=CCN1C(=O)C2(OCCCO2)c2c(C)ccc(C)c21 | i | 0.8 | -7%
CCCCCN1CC(=O)N2[C@@H](Cc3c([nH]c4ccccc34)C2(C)C)C1=O | i | 0.7 | -5%
Cc1ccc(-c2nc(-c3ccncc3)no2)c(Cl)c1 | i | 0.3 | -1%

The closing four entries of the part above are carried over, then new ones follow:
SMILES | Myeloid diff MLP | Myeloid diff MLP GFP+ MAC1+ % | LYP inhibition
CC1=C(C(=O)OC2CCCCC2)C(c2ccc(F)cc2)NC(=O)N1 (configuration not stated) | i | 0.9 | -4%
C=CCN1C(=O)C2(OCCCO2)c2c(C)ccc(C)c21 | i | 0.8 | -7%
CCCCCN1CC(=O)N2[C@@H](Cc3c([nH]c4ccccc34)C2(C)C)C1=O | i | 0.7 | -5%
Cc1ccc(-c2nc(-c3ccncc3)no2)c(Cl)c1 | i | 0.3 | -1%
CC1CCN(S(=O)(=O)c2ccc(NC(=O)c3ccccc3F)cc2)CC1 | i | 1.9 | -5%
Cn1cc(C(=O)c2ccc(Cl)cc2Cl)cc1C(=O)NN | i | 0.3 | -2%
COc1ccc(OC)c(/C=N\NC(=O)c2cc3c(ccc4ccccc43)o2)c1 | i | 0.9 | -17%
O=C(NCc1cccs1)C1CCC(=O)N(Cc2cccc(C(F)(F)F)c2)C1 (configuration not stated) | i | 3.3 | -7%
CCN(CC)CCC(O)(c1ccccc1)C1CCCCC1 (configuration not stated) | i | 0.5 | -10%
CC(C)C(OC(=O)c1ccc(Cl)nc1)C(=O)NC1CCCCC1 (configuration not stated) | i | 1.3 | 0%
CCOC(=O)N1CCN(CC(=O)Nc2nc3ccc(OC)cc3s2)CC1 | i | 0.5 | 4%
Cc1cc(-c2ccc(S(=O)(=O)N(C)c3ccc(C)c(C)c3)s2)on1 | u | x | -6%
CC(C)CC(NC(=O)C1CCC(=O)N1C(=O)OCc1ccccc1)C(=O)NC(Cc1ccccc1)C(N)=O (configuration not stated) | i | 0.5 | -6%
COc1ccc(C)cc1NC(=O)Cn1c(=O)oc2ccccc21 | i | 0.9 | -8%
CCC(=O)N1c2ccc(S(=O)(=O)N3CCOCC3)cc2CC1C (configuration not stated) | i | 0.8 | -10%
